# Screens: PubChem, National Center for Advancing Translational Sciences (NCATS)
# HCMV inh: blocks human cytomegalovirus replication; HFF cells, HCMV-luciferase reporter, 72 h; active compounds read low; activity change, negative = inhibition, % at 57.5 µM; 4.5% of 410,000 active; in the data active = activity change below about -60%; inconclusive = no clear call, values can overlap the other calls; inactive = above about -39%; also: % is scaled to controls: 0 for no effect and ±100 for the full control effect
#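 Cell-based, HFFs, 1000 cells/well, 16 h 37C; cpds in DMSO + HCMV-luc, MOI 1 PFU/cell; 72 h 37C; OneGlo luminescence after 5 min RT; norm. to buffer vs Salinomycin 10uM.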
# Shiga toxin inh: inhibitors of Shiga toxin in Vero cells; inhibition, % at 38.7 µM; 9.2% of 290,000 active; Vero cells, Shiga toxin protein synthesis inhibition reporter; in the data active = inhibition mostly above about 28%, no sharp cut-off; inactive = mostly below about 43%; also: 0% is about no effect
# AmpC no deterg: inhibitors of E. coli AmpC beta-lactamase without detergent | Potency, µM (top dose mostly 57.1 µM), for the others: top-dose activity change, negative = inhibition, hits mostly inhibitors | AmpC nitrocefin hydrolysis, absorbance 480 nm, 0.0001% Triton | 0.52% of 330,000 active | AID 485341 | P00811;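 also: potency is read from the fitted curve at half-maximal effect; plate controls were no compound for no effect and no enzyme for full effect; nearly all actives have a fitted effect of over 20% in size; some results filed as inactive show a strong effect at the top dose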
# Target sequence (P00811 whole entry, looked up): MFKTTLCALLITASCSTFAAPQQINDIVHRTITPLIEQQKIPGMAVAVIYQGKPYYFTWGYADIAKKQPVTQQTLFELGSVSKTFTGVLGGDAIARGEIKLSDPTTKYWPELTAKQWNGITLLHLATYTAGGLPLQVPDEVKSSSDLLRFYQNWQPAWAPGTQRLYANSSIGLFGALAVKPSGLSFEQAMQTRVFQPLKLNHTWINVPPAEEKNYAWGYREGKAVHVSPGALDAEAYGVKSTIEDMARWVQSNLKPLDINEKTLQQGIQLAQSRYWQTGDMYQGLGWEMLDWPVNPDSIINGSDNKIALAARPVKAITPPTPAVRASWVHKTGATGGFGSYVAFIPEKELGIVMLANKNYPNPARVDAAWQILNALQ
#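 20 mM phosphate pH 7.0 + 0.01% (detergent screen) or 0.0001% Triton X-100; 5.3 nM AmpC reagent; cpd preinc 15 min RT; nitrocefin (800 uM stock) to start; A480 q20 s × 4 min; Activity was normalised to no-enzyme and no-compound control wells.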
# AMA1-RON2 inh: inhibitors of Plasmodium falciparum AMA1-RON2 interaction | 0.2% of 360,000 active | AID 720542 | Potency, µM (series often up to 58.2 µM), for inactives: at the top dose activity change, negative = inhibition, hits mostly inhibitors | AlphaScreen AMA1-biotinylated RON2 peptide binding;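 also: potency is read from the fitted curve at half-maximal effect; 0% = vehicle wells and -100% = peptide control; nearly all actives have a fitted effect of over 45% in size; some results filed as inactive show a strong effect at the top dose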
#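 AMA1 (3D7) with his tag at 25 nM final met compounds first, then biotinylated RON2 peptide at 25 nM; detection used donor plus acceptor beads, 10 µg/mL apiece, read by AlphaScreen after 30 min at room temperature.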
# AmpC inh detg: AmpC beta-lactamase inhibition with detergent present | P00811 | AmpC hydrolysis of nitrocefin, absorbance 480 nm, 0.01% Triton | Potency, µM (titrated, usually from 114 µM), without a hit: top-dose activity change, negative = inhibition, most hits filed as inhibitors | 0.041% of 370,000 active | AID 485294;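 also: potency is read from the fitted curve at half-maximal effect; 0% = no-compound wells and -100% = no-enzyme wells; nearly all actives have a fitted effect of over 25% in size; some results filed as inactive show a strong effect at the top dose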
#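 AmpC (5.3 nM in the dispensed reagent) in 20 mM phosphate pH 7.0 with 0.01% (detergent screen) or 0.0001% Triton X-100 was preincubated with compounds for 15 min at room temperature. Nitrocefin was then added from an 800 uM solution, and hydrolysis was followed at 480 nm.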
# Giardia FBPA inh: blocks Giardia fructose-bisphosphate aldolase activity | purified Giardia FBPA | AID 2451 | A8B2U2 | 0.71% of 290,000 active | Potency, µM (highest dose often 59.6 µM), without a hit: at the highest dose activity, negative = inhibition, hits mostly inhibitors; also: potency is read from the fitted curve at half-maximal effect; % is scaled to controls: 0 for no effect and ±100 for the full control effect; nearly all actives have a fitted effect of over 55% in size
# Target sequence (A8B2U2 whole entry, looked up): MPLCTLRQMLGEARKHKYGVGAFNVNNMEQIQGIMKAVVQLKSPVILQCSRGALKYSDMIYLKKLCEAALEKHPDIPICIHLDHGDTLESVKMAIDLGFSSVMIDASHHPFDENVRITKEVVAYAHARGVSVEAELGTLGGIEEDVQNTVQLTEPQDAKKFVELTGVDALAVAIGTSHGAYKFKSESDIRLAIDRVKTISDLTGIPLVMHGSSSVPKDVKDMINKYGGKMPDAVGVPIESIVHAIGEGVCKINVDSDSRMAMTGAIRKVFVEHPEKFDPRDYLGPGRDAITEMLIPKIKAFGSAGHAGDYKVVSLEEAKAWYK
#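 40 nM FBPA preincubated 10 min at RT with compound (up to 57.5 uM final), then substrate plus GAPDH/TPI/NAD/arsenate coupling and diaphorase/resazurin added. Fluorescence read after 20 min at RT, 525/598 nm.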
# CHX counter: counter-screen hit for Shiga toxin inhibitors, cycloheximide. cell reporter, cycloheximide protein synthesis inhibition counterscreen. max response, %. 12% of 300,000 active. AID 2314; in the data active = max response mostly above about 13%, no sharp cut-off; inactive = mostly below about 14%; also: read at 38.3 µM for the half of the compounds with a filed dose; 0% is about no effect
# Starred values were filed as active, the others as inactive; ? = inconclusive; . = no result given; + = active, no number; & = joins results of further samples; [ ] = another dose, or the depositor's remark. Unless noted, calls follow the shape of the dose curve; as a rule, active = well fitted curve in the direction sought with a large enough effect; inconclusive = small, poorly fitted or top-dose-only effect, or another doubt; inactive = no such curve, though single readings can be large; an effect the other way counts as inactive or inconclusive. Random draw from the library. About 16% of those tested had a hit in this group.
structure	HCMV inh	Shiga toxin inh	AmpC no deterg	AMA1-RON2 inh	AmpC inh detg	Giardia FBPA inh	CHX counter
COc1ccc(Cl)cc1NC(=O)C(C)N1CCc2ccccc21 (stereo unspecified)	36	23	-1%	?	1%	3%	-1
C/C(CC(=O)Nc1cccnc1)=N/NC(=O)COc1ccc(Cl)cc1Br	13	4	89%[activator]	60%[activator]	-1%	-7%	1
Oc1ccc(CNC2CCCCC2)cc1	57	-10	-13%	-1%	1%	0%	-4
Cc1ccc(C)c(NC(=O)Cn2nnc(C(=O)NCc3ccco3)c2N)c1	-17&2	-7	-15%	-7%	-10%&-1%	7%	8
Cc1ccc(NC(=O)CN(C)C(=O)c2ccc(NS(=O)(=O)c3ccc4[nH]c(=O)[nH]c4c3)cc2)cc1	-2	.	-44%	-3%	5%	.	.
CC(C)[C@H](NC(=O)OCc1ccccc1)C(=O)N[C@@H](Cc1c[nH]c2ccccc12)C(=O)O	-12	.	-10%	-3%	-1%	.	.
CCC(C)NC(=O)CN(C1CCCCC1)S(C)(=O)=O (stereo unspecified)	-35	26	-22%	15%	-3%	2%	9
CCN(CC(=O)Nc1c(F)cccc1F)C(=O)Cc1ccc(S(=O)(=O)N2CCOCC2)s1	22	.	4%	14%	-3%	.	.
Cc1ccc2nc(-c3ccc(O)cc3)c(Nc3ccc4c(c3)OCCO4)n2c1	60&95	1	-28%	-10%	?	3%	-3
COC(=O)C(Cc1cnc(Cl)s1)(C(=O)OC)c1ccc([N+](=O)[O-])cc1	-7	-45	-2%	-6%	-5%	0%	-5
CCOc1ccc(N2CC(C(=O)NC3=NCCS3)CC2=O)cc1 (stereo unspecified)	?	-6	-10%	37%[activator]	8%	0%	-3
COc1cc2c(C(=O)Nc3ccc4c(c3)OCO4)cn(CC(C)C)c(=O)c2cc1OC	.	-9	131%[activator]	.	-3%	-9%	-3

# Remaining list, next part
structure	HCMV inh	Shiga toxin inh	AmpC no deterg	AMA1-RON2 inh	AmpC inh detg	Giardia FBPA inh	CHX counter
Cn1c(-c2ccc3c(c2)OCO3)cnc1NC(=O)CCC(=O)NCCc1ccccc1	20	65*	-7%	53%[activator]	?	13%	18*
COc1ccc(NC(=O)NNS(=O)(=O)c2cc(C)ccc2C)cc1OC	-12	22	-17%	2%	?	-7%	-3
O=C(NCCCn1ccnc1)c1ccco1	23	-6	-14%	-20%	1%	-16%	0
Cc1ccnn1CC(=O)N/N=C/c1ccc([N+](=O)[O-])s1	?	-3	-14%	-7%	-11%	-6%	0
Cc1cc2ccccn2c1C(=O)c1nc(NCc2ccccc2)ncc1Cl	0	-10	-31%	0%	-6%	-7%	1
O=C(CSc1nc(-c2ccccc2)c(-c2ccccc2)o1)N1CCOCC1	-11	-16	193%[activator]	-17%	0%	-1%	-3
CC(=O)O[C@H]1C(=O)[C@@]2(C)C([C@H](OC(=O)c3ccccc3)[C@]3(O)C[C@H](OC(=O)[C@H](O)[C@@H](NC(=O)c4ccccc4)c4ccccc4)C(C)=C1C3(C)C)[C@]1(OC(C)=O)CO[C@@H]1C[C@@H]2OC(=O)[C@H](C)NC(=O)c1ccc(-c2c3ccc(=O)cc-3oc3cc(O)ccc23)c(C(=O)O)c1 (stereo partly specified)	.	+	.	.	.	-15%[12.9 µM]	22
CCOC(=O)Cc1csc(NC(=O)c2ccncc2)n1	-19	7	-11%	35%[activator]	2%	0%	-4
Clc1ccc(N2COC3c4cccc5cccc(c45)C32)cc1 (stereo unspecified)	1	49*	-20%	-16%	?	-4%	13
CCCCN(CC)C(=O)/C=C/c1cccc([N+](=O)[O-])c1	2	9	1%	0%	3%	1%	-4
COc1ccc(NC(=O)C2CCCN(S(=O)(=O)c3ccc4c(c3)oc(=O)n4C)C2)c(OC)c1 (stereo unspecified)	-3&14	-13	68%[activator]	0%	?	-1%	-7
Cc1ccc(CN(C(=O)c2csnn2)C(C(=O)NC2CCCC2)c2ccc(C)o2)cc1 (stereo unspecified)	-34	-4	0%	-3%	-2%	-12%	1

# Carrying on.
structure	HCMV inh	Shiga toxin inh	AmpC no deterg	AMA1-RON2 inh	AmpC inh detg	Giardia FBPA inh	CHX counter
S=c1[nH]c(-c2ccccc2)cn1/N=C/c1ccccc1Br	59	35	-44%	21%	0%	2%	27*
Cc1ccc(S(=O)(=O)N(CC(=O)N2CCCC2)C2CCCCC2)cc1	7	-1	-10%	3%	-4%	-1%	-3
CCc1cccc(C)c1NC(=O)C1CCN(c2nn3c(=O)cc(C)nc3s2)CC1	-27&-7	-4	-2%	8%	-6%&18%	.	-7
Nc1nc(C23CC4CC(CC(C4)C2)C3)cs1	-5	8	-40%	-4%	?	-4%	1
Cc1ccc(-c2ccc(CCC(=O)O)n2-c2cccc(C(=O)O)c2)cc1	-21	152*	-13%	-15%	-7%	-3%	71*
CCN(CC)CCCN=Cc1c(O)n(CCc2ccc(F)cc2)c(=O)[nH]c1=O	-1	-9	-20%	-2%	10%	2%	-1
COc1ccc(/C=C(/CC(=O)Nc2ccccc2)c2nc3ccccc3s2)cc1	9	9	-33%	13%	?	0%	13
O=C(NNS(=O)(=O)Cc1ccccc1)c1ccc([N+](=O)[O-])cc1	0	-12	-25%	51%[activator]	-8%	-11%	1
CC(C)C(NC(=O)c1ccccc1F)C(=O)NCCCn1ccnc1 (stereo unspecified)	-19	.	2%	-8%	.	.	.
O=C(Nc1cccc(Cl)c1)NC1CCCCC1	-38	91*	-28%	-9%	1%	-7%	38*
CCCCOc1ccc(C2CC(=O)NC2=O)cc1 (stereo unspecified)	31	67*	-18%	-1%	?	-5%	36*
C=Cn1cc[n+](CC(=O)c2cccs2)c1	19	-6	0%	-7%	-1%	0%	-2

# The listing continues:
structure	HCMV inh	Shiga toxin inh	AmpC no deterg	AMA1-RON2 inh	AmpC inh detg	Giardia FBPA inh	CHX counter
CCOc1ccccc1NC(=O)CSc1nnnn1C1CCCC1	9	-3	-17%	8%	2%	.	-3
Cc1cccc(NC(=S)N(C)C2(c3ccccc3Cl)CCCCC2=O)c1 (stereo unspecified)	-26	-4	-20%	-8%	7%	7%	-2
COc1cc2c(cc1OC)CN(C(=O)CSc1ccc(F)cc1)CC2	-12	.	-11%	21%	5%	.	.
COc1ccc(-c2c(=O)n(OCc3nc4ccccc4[nH]3)c3ccccc3[n+]2[O-])cc1	34	33	-12%	7%	-6%	-2%	29*
O=C(Cc1cccc2ccccc12)Nc1cc(Cl)ccc1C(=O)O	37	-7	-36%	-4%	-2%	1%	-1
O=C(O)c1ccccc1C(=O)Nc1ccccc1	42	-2	-30%	-11%	-2%	-3%	6
COc1cc2c(cc1OC)C(C(=O)N1CCN(c3ccccc3)CC1)C(c1cccs1)N(C)C2=O (stereo unspecified)	8	-16	94%[activator]	-12%	?	-1%	-5
COc1cc(CN2CCC(n3nccc3NC(=O)c3ccc4c(c3)OCO4)CC2)ccc1O	?	21	1%	4%	?	0%	-2
NC(=O)Cn1c(=O)n(-c2ccccc2)c(=O)c2oc3ccccc3c21	-29	-9	-19%	17%	2%	1%	-4
Cc1cc(C)c(S(=O)(=O)Nc2cccc3cccnc23)c(C)c1	.	27&9	.	.	.	-3%	10&11
CC(/C=N/NC(=S)Nc1cccc(S(=O)(=O)N(C)C)c1)c1ccccc1 (stereo unspecified)	-21	5	-23%	34%[activator]	?	-18%	-2
CCOC(=O)C1(CCOc2ccccc2)CCN(Cc2ccc3c(c2)OCCO3)CC1	?	-16	48%	-5%	1%	-3%	-1

# More entries.
structure	HCMV inh	Shiga toxin inh	AmpC no deterg	AMA1-RON2 inh	AmpC inh detg	Giardia FBPA inh	CHX counter
Cn1c(=O)c(=O)n(C)c2cc(S(=O)(=O)NCCN3CCN(c4ccccc4F)CC3)ccc21	0	18	-2%	-9%	-3%	-4%	1
O=C(COC(=O)c1cc(Cl)ccc1O)NC(=O)NCc1ccccc1	-19	.	-38%	8%	2%	.	.
O=C(CSc1nc2nc(-c3cccs3)cc(C(F)(F)F)c2c(=O)[nH]1)Nc1c(F)c(F)c(F)c(F)c1F	-24	-14	-31%	14%	-5%	21%	-1
Cc1ccc(CN2CCC(C(=O)NCCC(C)C)CC2)o1	-1	-8	14%	0%	?	-12%	-3
COC(=O)CNC(=O)c1cccc(Cl)c1	8	-15	-10%	-2%	2%	-1%	-2
COc1ccc(C(=O)C(C)OC(=O)CNC(=O)c2ccco2)cc1 (stereo unspecified)	12	.	-31%	4%	.	.	.
O=C(c1ccccc1)C1CCN(C(=O)C2CCC(=O)N(Cc3ccccc3F)C2)CC1 (stereo unspecified)	?	20	123%[activator]	-2%	0%	7%	10
CC1CN(S(=O)(=O)N2CCOCC2)CCN1S(=O)(=O)N1CCOCC1 (stereo unspecified)	-19	-3	-14%	-1%	?	7%	-2
CN1CCN(S(=O)(=O)c2ccc(NC(=O)c3ccccc3F)cc2)CC1	2	23	-2%	-3%	-19%	8%	2
CC(=O)c1c(C)n([O-])c2ccc(C)cc2[n+]1=O	22	-13	-25%	38%[activator]	-10%	-13%	9
COc1cccc(OCCOc2ccc(/C=C3/SC(=S)NC3=O)cc2)c1	43	2	-59%	23%	-1%	3%	-1
COc1ccc(CN2CCN(c3ccccc3F)CC2)cc1O	38	-8	-17%	-8%	0%	-18%	-3

# Next structures.
structure	HCMV inh	Shiga toxin inh	AmpC no deterg	AMA1-RON2 inh	AmpC inh detg	Giardia FBPA inh	CHX counter
Nc1ccc2c(c1)Nc1ccccc1CC2	29	36	-17%	?	-2%	-9%	16
CN1CCN(CC#CCOc2ccc(Cl)cc2)CC1	70	.	-7%	-21%	-1%	?	21*
CN1C=C/C(=C\c2cc[n+](C)c3ccccc23)c2ccccc21	-100*	-17	-17%	-14%	?	?	-3
Cc1[nH]n(-c2ccc(F)cc2)c(=O)c1/C=N/c1sc2c(c1C#N)CCCC2	-26	0	-20%	4%	1%	-2%	-2
O=C(CC1C(=O)NCCN1Cc1ccc(F)cc1Cl)NC1CCCCCCC1 (stereo unspecified)	24	14	117%[activator]	14%	-7%	-7%	-3
CC(OC(=O)c1cccc(O)c1)C(=O)N(C)Cc1ccccc1 (stereo unspecified)	-28	.	-30%	-10%	-17%	.	.
COc1ccc(CCNc2ccncn2)cc1	-27	60	-22%	33%[activator]	-7%	-8%	11
Cc1cccc(CC(=O)N2CCCC2)c1	11	20	-10%	-5%	1%	2%	1
CCOC(=O)C1=C(C)NC(=O)NC1c1ccco1 (stereo unspecified)	43	-3	-17%	?	-8%	3%	-3
CCCCSc1nnc2n(CCc3ccccc3)c(=O)c3c4c(sc3n12)COC(C)(C)C4	9	-2	-9%	39%[activator]	?	10%	-4
CC1CCC(NC(=O)CCNS(=O)(=O)c2ccc3c(c2)CCC(=O)N3)CC1 (stereo unspecified)	-26	-7	-6%	-8%	2%	.	-4
Cc1ccccc1NC(=O)N1c2ccccc2CC1C (stereo unspecified)	33	56	-21%	7%	2%	1%	9
